Screening results: PubChem, several laboratories
Neddylation inh: cullin neddylation inhibition. P61081+Q13564. TR-FRET cullin neddylation, biochemical. calls only at 25 µM. 0.58% of 360,000 active. AID 651699; in the data active means inhibition above about 36%
CSN inh: CSN deneddylation inhibition; Q92905; 0.38% of 360,000 active; inhibition, % at 12.5 µM; Purified CSN, SCF-Nedd8-OG deneddylation, fluorescence polarization;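 active means pattern-corrected inhibition above about 35%, with an unprinted fluorescence ratio check between 0.5 and 1.5, limit read from the data, passing the limit was not always enough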;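 further: 0% = enzyme with substrate and 100% = substrate without enzyme; some results filed as inactive read as strong as hits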
Target sequence (Q92905 whole entry, looked up, one chain of several): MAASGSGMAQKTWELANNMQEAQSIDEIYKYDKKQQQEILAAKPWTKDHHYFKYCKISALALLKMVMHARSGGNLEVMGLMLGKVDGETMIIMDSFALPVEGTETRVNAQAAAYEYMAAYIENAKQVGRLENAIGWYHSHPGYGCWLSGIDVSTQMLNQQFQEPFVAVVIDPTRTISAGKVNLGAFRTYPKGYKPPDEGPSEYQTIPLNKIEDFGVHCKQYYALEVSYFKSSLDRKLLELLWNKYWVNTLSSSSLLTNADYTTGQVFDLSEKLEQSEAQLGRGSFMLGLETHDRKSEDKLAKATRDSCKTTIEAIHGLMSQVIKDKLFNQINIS
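Test system: purified human Csn5 enzyme expressed in HEK293T cells. Amount: 0.24 nM enzyme. Reagent: SCFSkp2-Nedd8OG substrate at 10 nM final. Schedule: 90 min incubation of compound, enzyme and substrate at room temperature. Detection: fluorescence polarization. Read-out: % inhibition of substrate cleavage by Csn5.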
Rin1-Abl PPI inh: inhibitors of human Rin1-Abl protein interaction; P00519+Q13671; TR-FRET Rin1/Abl binding, biochemical; inhibition, % at 7.35 µM; 0.4% of 360,000 active; in the data active means inhibition above about 5%, passing the limit was not always enough
PABP1 MLLE inh: blocks PAM2 peptide binding to the PABP1 MLLE domain | P11940 | GST-MLLE / FITC-PAM2 fluorescence polarization | inhibition, % at 20 µM | 0.36% of 360,000 active; in the data active means inhibition above about 35%, passing the limit was not always enough;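 further: plate controls were DMSO wells with GST-MLLE for no effect and wells lacking GST-MLLE protein for full effect; some results filed as inactive read as strong as hits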
SKN-1 inh: C. elegans SKN-1 inhibition; C. elegans VP596 Pgst-4::GFP/RFP ratio, acrylamide-induced, 24 h; 0.49% of 360,000 active; inhibition, % at 21.8 µM;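 active means interference check ratio from 0.5 to 1.5 plus GFP to RFP signal ratio inhibition reaching or exceeding a fixed threshold, cut at about 30% in these data, passing the limit was not always enough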; further: some compounds called inactive have numbers as strong as hits
MT1-MMP act inh: MT1-MMP (human) activation inhibition. 0.061% of 360,000 active. P50281. AID 651647. HT1080 RFP-PRO-GFP cells, GFP/RFP ratio fluorescence, overnight; percent of plate control window, DMSO zero. GFP/RFP ratio change, % at 20 µM;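 active means GFP/RFP ratio change of at least 30% with cell ATP level not reduced by more than half and red fluorescence within 50% of control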; further: strong numbers were not always called active
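Assay system: RFP-PRO-GFP reporter HT1080 cells; read-out basis: GFP/RFP fluorescence ratio; benchmarks: DMSO wells and RFP-L50D-GFP cells; doses: 20 µM single dose, 1% DMSO; schedule: overnight cell settling, then overnight compound exposure, 37 °C, 5% CO2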
Rpn11 inh: inhibitors of human proteasome Rpn11; human 26S proteasome, Ub4-pepOG fluorescence polarization; 20S core pre-blocked with epoxomicin; calls only at 20 µM; 0.59% of 360,000 active; AID 588493;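 active means inhibition at 20 µM, scaled to each plate's controls, above about 33%, limit read from the data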
Target sequence (O00487 whole entry, looked up): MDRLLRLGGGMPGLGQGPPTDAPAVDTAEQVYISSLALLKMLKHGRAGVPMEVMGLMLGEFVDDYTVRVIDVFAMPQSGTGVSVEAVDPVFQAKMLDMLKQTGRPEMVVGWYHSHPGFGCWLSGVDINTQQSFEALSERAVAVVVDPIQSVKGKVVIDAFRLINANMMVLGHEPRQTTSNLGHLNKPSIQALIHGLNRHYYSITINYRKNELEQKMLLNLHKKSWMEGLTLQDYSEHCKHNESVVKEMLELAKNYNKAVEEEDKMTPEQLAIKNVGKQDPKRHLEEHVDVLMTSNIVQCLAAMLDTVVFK
FAS-TE inh: blocks the thioesterase domain of human fatty acid synthase. AID 602261. P49327. 0.67% of 360,000 active. inhibition, % at 15 µM. recombinant FAS-TE, OMFH fluorogenic substrate, fluorescence endpoint;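 active means compounds whose normalised, plate-corrected inhibition of enzyme fluorescence in the single-dose primary screen is 50% or more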;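 further: 0% = DMSO with enzyme and 100% = substrate without enzyme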
NadD inh: inhibitors of Staphylococcus aureus NadD; purified NadD enzyme, colorimetric absorbance read-out; 0.78% of 360,000 active; AID 602399; inhibition, % at 20 µM; in the data active means inhibition above about 26%; further: some compounds past the cut are filed as inactive
* hit, by the source's call; i = inactive; . = not tested or not shown.

SMILES	Neddylation inh	CSN inh	Rin1-Abl PPI inh	PABP1 MLLE inh	SKN-1 inh	MT1-MMP act inh	Rpn11 inh	FAS-TE inh	NadD inh
C[C@H]1CN([C@@H](C)CO)C(=O)c2cc(Br)cnc2O[C@H]1CN(C)Cc1ccc(Oc2ccccc2)cc1	i	-1	-2	-9	9	0	i	7	-9
COC(=O)[C@@]1(Sc2ccc(C)cc2)CC(=O)N[C@@H]1c1ccco1	i	-7	.	.	-5	3	.	-6	2
COc1ccccc1C(C)Nc1nc(-c2cccnc2)nc2ccccc12 (stereo unspecified)	i	-2	0	-21	7	-2	i	12	-4
CC(=O)Nc1ccc(NC(=O)C2CCCN2C(=O)Nc2cccc(F)c2)cc1 (stereo unspecified)	i	2	-1	-14	1	2	i	-6	-5
CSc1nnc(-c2cccn(Cc3cccc(Cl)c3)c2=O)o1	.	3	-3	-8	6	3	i	0	3
CN(C)c1cccc(C(=O)N2CCCC(CCC(=O)NCc3ccccc3F)C2)c1 (stereo unspecified)	i	6	4	-1	-6	0	i	-3	-2
Cc1cn(C2OC(COC(=O)c3ccccc3)C(O)C2Cl)c(=O)[nH]c1=O (stereo unspecified)	i	-7	-1	12	10	-1	i	-8	3
N/C(=N\OC(=O)CC1CCCCC1)c1ccc([N+](=O)[O-])cc1	i	-4	2	-4	-7	3	i	2	-2
Nc1nc2nccc(-c3ccco3)n2n1	.	-11	-2	0	5	6	i	-3	-6
CN(C)c1ccc(S(=O)(=O)N2CCCCC2)cc1NC(=O)C1=NN(c2ccccc2)C(=O)CC1	i	0	-3	6	0	6	i	25	3
CCOC(=O)CSc1nc(Nc2ccc3c(c2)OCO3)c2ccccc2n1	i	-11	0	2	-1	7	i	20	-2
CC(C)(/C=N/O)/[N+]([O-])=C/c1ccccc1	i	0	-3	-3	10	0	i	-4	-6
Cc1cc(NC(=O)CSc2nc3cc(C)c(C)cc3cc2C)no1	i	0	3	-10	2	-1	i	-1	5
O=C(O)CNc1ccccc1C(=O)O	.	4	-2	3	7	1	i	-3	-4
CN1C(=O)CCS(=O)(=O)C1c1ccc(Cl)c(Cl)c1 (stereo unspecified)	i	-2	1	9	10	3	i	-8	-3
COc1ccc(Cl)cc1NC(=O)NN1CCN(C)CC1	i	2	-2	12	17	0	i	-7	5
COc1ccc(OC)c(/C=C2\NC(=O)NC2=O)c1	i	-3	-4	-11	2	-4	i	-4	-8
Cc1ccc(C(=O)N/N=c2\sc3ccccc3n2C)cc1	i	-7	3	-2	-5	-1	i	-6	-1
COc1ccc(C(O)c2cnc(C)n2Cc2ccccc2)cc1 (stereo unspecified)	i	-5	1	-1	11	-2	i	-3	6
Cc1cc(S(=O)(=O)Nc2ccc(C(=O)NCCCN3CCOCC3)cc2)ccc1F	i	-2	-2	0	10	-3	i	-6	3
COc1cc(/C=C2/SC(=O)NC2=O)ccc1Oc1ccc([N+](=O)[O-])cc1[N+](=O)[O-]	i	13	-2	-15	-5	-4	i	-7	8
COc1cc(Cl)ccc1OCc1cc(C(=O)N(C)Cc2cn(C)nc2C)no1	i	3	0	2	10	2	i	-2	-1
CN(CC1CCCN(CCc2ccccc2F)C1)C(=O)c1ccoc1 (stereo unspecified)	i	-2	0	-3	-7	-4	i	-4	-5
CC(=O)Oc1ccc2c(=O)oc(-c3ccc([N+](=O)[O-])cc3)nc2c1	i	0	-2	-8	7	2	i	3	-2
CCOC(=O)C1CCCN(C(=O)CSc2nnnn2C)C1 (stereo unspecified)	i	-5	0	-2	-3	1	i	-5	-1
O=C(NNc1cc(Cl)ccc1Cl)c1cccs1	i	-5	1	-42	1	1	i	3	-8
COc1ccc(OC)c(-c2csc(NC(=O)COC(=O)C3CC3)n2)c1	i	-2	2	-19	-3	1	i	9	4
Cn1c(=O)cc(OCCCC(=O)N2CCN(c3ccccn3)CC2)c2ccccc21	i	-1	-1	9	13	5	i	-7	-3
Cc1nc(C)c(/C(O)=C/c2nc3ccccc3oc2=O)s1	i	-14	2	-15	-5	-1	i	-8	5
COc1cccc(C(=O)NCC(c2ccco2)N2CCc3ccccc3C2)c1 (stereo unspecified)	i	-1	-4	10	12	-1	i	2	-6
CN1C[C@@H]2C(c3ccc(C(F)(F)F)cc3)C3(c4ccccc4)CC2(C3)[C@H]1c1ccccc1 (stereo partly specified)	i	0	1	8	15	-1	i	27	-1
C/C(=N\Nc1nc(N2CCOCC2)nc(N2CCOCC2)n1)c1ccc([N+](=O)[O-])cc1	i	-5	-1	-5	9	.	i	58*	2
CC(=O)c1ccc(-c2ccc(C(=O)N3CCCc4ccccc43)o2)cc1	i	5	-1	-3	2	5	i	18	-9
CC(=O)N1c2ccc(S(=O)(=O)NCC3CCC(C(=O)NCc4ccco4)CC3)cc2CC1C (stereo unspecified)	i	-1	-2	-5	0	1	i	-4	2
Cc1ccc(/C=N/NC(=O)C2(C)CC2(Br)Br)cc1 (stereo unspecified)	i	4	-1	12	9	-1	i	-1	-1
COc1ccccc1C(=O)C1CCCN(C(=O)c2ccc(Cl)cc2)C1 (stereo unspecified)	i	-5	-3	1	1	2	i	0	-3
Cc1sc(NC(=S)NC(=O)C2CCCCC2)c(C(N)=O)c1C	i	0	1	-3	4	-2	i	-10	-1
CCOc1cccc(N2C(=O)CC(N3CCN(c4ccc(S(=O)(=O)CC)cc4)CC3)C2=O)c1 (stereo unspecified)	i	2	-3	-1	18	-2	i	-3	-11
C=CCN1C(=O)CSC1=Nc1cccc(O)c1	i	3	0	4	-18	2	i	-9	2
O=C1C=C(Nc2ccc(O)cc2)C(=O)c2ccccc21	i	0	-15	-3	-6	13	i	-6	-6
Cc1ccc(-c2nnc(-c3ccccc3)c(-c3ccccc3)n2)cc1	i	-5	-3	-6	0	-6	i	24	-2
Cc1ccc(-c2c(C(=O)N(C)Cc3ccccc3)oc(=O)c3ccccc23)cc1	i	1	0	5	3	-2	i	54*	-4
COc1ccc(-c2csc(NC(=O)c3ccccc3Br)c2C(=O)O)cc1	i	-3	-1	3	7	1	i	-2	-2
COC(=O)C1CCN(Cc2cn(Cc3ccccc3)nc2-c2cc3ccccc3o2)CC1	i	0	1	-13	2	1	i	19	-3
Nc1nonc1-c1nc2ccccc2n1CC(=O)N1CCN(c2ccc(F)cc2)CC1	i	3	-4	4	-3	-6	i	14	6
C[C@H](CO)N1C[C@H](C)[C@@H](CN(C)Cc2ccc(C(=O)O)cc2)Oc2ccc(NC(=O)Cn3cnnn3)cc2C1=O	i	3	-2	0	-5	1	i	-7	0
O=C(NC12CC3CC(CC(C3)C1)C2)c1cnccn1	i	-7	-3	46*	22	1	i	-9	-1
C=CCNc1nc(NC(C)(C)CO)nc(OCC)n1	i	2	4	11	2	4	i	-7	3
COc1ccc(C2CC(c3ccc4ccccc4c3)=NN2C(=O)COC(=O)C2CCC(=O)N2)cc1 (stereo unspecified)	i	1	-6	-5	-6	-3	i	9	-11
Cc1cc(N=Nc2ccc3ccccc3c2)ccc1O	i	-2	-3	-18	44*	2	i	28	-21
COCCn1c(N)c(C(=O)NCC2CCCO2)c2nc3ccccc3nc21 (stereo unspecified)	.	9	-1	4	-7	-10	i	-6	0
Cc1ccc(Cl)cc1N1CCN(CC(=O)Nc2ccc3[nH]c(=O)[nH]c3c2)CC1	i	0	-3	3	-4	4	i	-3	-1
Cc1onc(-c2ccccc2)c1C(=O)OCC(=O)c1ccccc1	i	-2	1	-14	9	2	i	21	-5
N#C/C(=C\c1ccncc1)c1nc2ccccc2c(=O)[nH]1	i	-10	4	-9	4	-9	i	-6	1
Cc1ccc(CNC(=O)c2cccc(OCc3c(C)noc3C)c2)cc1	i	0	0	-8	-6	8	i	6	-2
O=C(O)CCC(=O)Nc1ccc(S(=O)(=O)N2CCCC2)cc1	i	-5	1	-7	1	0	i	-7	-3
CC(C)CCNC1c2ccccc2C(=O)N1Cc1ccccc1 (stereo unspecified)	i	-2	-1	-3	5	-2	i	5	-10
N#Cc1c(N)n(-c2cccc(C(=O)O)c2)c2nc3ccccc3nc12	.	33	0	-50	-8	-66	.	-20	-6
COc1ccc(CCNC(=O)C(=O)NCC2OCCN2S(=O)(=O)c2ccc(F)cc2)cc1 (stereo unspecified)	i	1	-1	10	4	-1	i	1	3
CC1C(C#N)=C(SCC(N)=O)NC2=C1C(=O)CC(C)(C)C2 (stereo unspecified)	i	1	7	22	7	0	i	17	0

Remaining list, next part
SMILES	Neddylation inh	CSN inh	Rin1-Abl PPI inh	PABP1 MLLE inh	SKN-1 inh	MT1-MMP act inh	Rpn11 inh	FAS-TE inh	NadD inh
Cc1ccc(C(=O)Nc2ccc(N3CCN(S(C)(=O)=O)CC3)cc2)cc1	i	0	3	2	-3	0	i	-15	1
NC(=O)COc1ccc(Nc2nnc(-c3ccc(O)cc3)c3ccccc23)cc1	i	0	-4	-3	3	4	i	-1	-5
Cc1nc2ccccc2cc1C(=O)NCc1ccccc1	i	-2	-1	0	-3	3	i	-4	-5
COc1ccc(C(=O)Nn2c(C)nnc2-n2nc(C)cc2C)cc1OC	i	1	0	4	3	-2	i	-5	2
O=C(CN1CCN(Cc2ccccc2Cl)C1=O)NCc1ccccn1	i	0	-3	-1	2	0	i	-6	4
OC(c1nc2ccc(F)cc2[nH]1)C(O)c1nc2ccc(F)cc2[nH]1 (stereo unspecified)	i	-3	-1	-17	18	4	i	-2	-6
COc1cccc(-c2cc(C(F)(F)F)n3nc(C(=O)Nc4c(C)n(C)n(-c5ccccc5)c4=O)cc3n2)c1	i	2	1	6	5	3	i	-2	6
CC(=O)c1cccc(NC(=O)C2CC(c3ccc(F)cc3)=NO2)c1 (stereo unspecified)	i	4	-4	7	15	2	i	2	2
COC(=O)c1ccc(NN=Nc2ccc(C)cc2)cc1	i	2	2	10	3	4	i	0	0
CCOC(=O)N1CCN(S(=O)(=O)c2ccc(F)c(C(=O)Nc3ccc(C(C)C)cc3)c2)CC1	i	-2	-1	6	18	-3	i	21	-3
N#C/C(=C\c1ccc[nH]1)C(=O)N1CCCCC1	i	-1	-3	-2	1	3	i	-2	4
COC(=O)[C@@]12C[C@@H](CC(=O)NCc3ccc(OC)c(OC)c3)C(=O)N(Cc3ccco3)C1=CCC(C)(C)C2	i	-2	.	.	23	6	.	.	.
Cc1ccc(C(=O)OCc2cn(-c3ccccc3)nn2)cc1	i	5	3	-9	9	-5	i	12	-8
